High-throughput results (PubChem BioAssay)
Rpn11 block – inhibitors of human proteasome Rpn11 | calls only at 20 µM | human 26S proteasome, Ub4-pepOG fluorescence polarization; 20S core pre-blocked with epoxomicin | 360,000 compounds, 0.59% hits | O00487;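 active means inhibition at 20 µM, scaled to each plate's controls, above about 33%, limit read from the data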
Target sequence (O00487 whole entry, looked up): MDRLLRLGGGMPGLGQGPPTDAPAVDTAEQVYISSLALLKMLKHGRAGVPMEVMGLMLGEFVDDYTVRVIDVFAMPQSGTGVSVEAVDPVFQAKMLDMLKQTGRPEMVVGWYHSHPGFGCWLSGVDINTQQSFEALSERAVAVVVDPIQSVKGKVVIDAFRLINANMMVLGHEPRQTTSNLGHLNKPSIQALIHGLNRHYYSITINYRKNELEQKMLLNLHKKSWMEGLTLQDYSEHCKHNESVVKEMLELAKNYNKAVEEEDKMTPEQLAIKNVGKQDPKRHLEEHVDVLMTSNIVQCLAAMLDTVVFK
PABP1 MLLE inh – inhibitors of microRNA-mediated deadenylation, human PABP1 MLLE binding | P11940 | GST-MLLE / FITC-PAM2 fluorescence polarization | inhibition, % at 20 µM | 360,000 compounds, 0.36% hits | AID 588489; in the data active means inhibition above about 35%, passing the limit was not always enough;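 further: plate controls were DMSO wells with GST-MLLE for no effect and wells lacking GST-MLLE protein for full effect; some results filed as inactive read as strong as hits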
bovine MsrA act – bovine methionine sulfoxide reductase A activation. purified bovine MsrA, absorbance read-out. activation, % at 10.6 µM. 360,000 compounds, 0.3% hits; in the data active means activation above about 7.5%;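 further: 0% = vehicle and 100% = reference activator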
Rin1 Abl inh – blocks binding of human Rin1 to Abl | P00519+Q13671 | 360,000 compounds, 0.4% hits | TR-FRET Rin1/Abl binding, biochemical | AID 588664 | inhibition, % at 7.35 µM; in the data active means inhibition above about 5%, passing the limit was not always enough
FAS-TE inh – inhibitors of human fatty acid synthase thioesterase domain | AID 602261 | P49327 | 360,000 compounds, 0.67% hits | recombinant FAS-TE, OMFH fluorogenic substrate, fluorescence endpoint | inhibition, % at 15 µM;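 active means compounds whose normalised, plate-corrected inhibition of enzyme fluorescence in the single-dose primary screen is 50% or more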;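 further: 0% = DMSO with enzyme and 100% = substrate without enzyme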
MT1-MMP act inh – inhibitors of human MT1-MMP activation | P50281 | HT1080 RFP-PRO-GFP cells, GFP/RFP ratio fluorescence, overnight; percent of plate control window, DMSO zero | GFP/RFP ratio change, % at 20 µM | 360,000 compounds, 0.061% hits | AID 651647;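 active means GFP/RFP ratio change of at least 30% with cell ATP level not reduced by more than half and red fluorescence within 50% of control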; further: strong numbers were not always called active
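Material: RFP-PRO-GFP reporter HT1080 cells. Dosing: single-point 20 µM compound, 1% DMSO. Controls: DMSO and RFP-L50D-GFP cell wells. Timing: cells overnight before dosing, compound overnight, 37 °C, 5% CO2. Measure: GFP/RFP fluorescence ratio.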
eLon inh – inhibits E. coli Lon protease; AID 602123; 360,000 compounds, 0.42% hits; purified E. coli Lon protease, fluorescence polarization; inhibition, % at 7.94 µM; in the data active means inhibition above about 13%, passing the limit was not always enough;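 further: 0% = enzyme with probe and DMSO and 100% = no enzyme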
CSN inh – inhibitors of human CSN-mediated cullin deneddylation | 360,000 compounds, 0.38% hits | Purified CSN, SCF-Nedd8-OG deneddylation, fluorescence polarization | Q92905 | inhibition, % at 12.5 µM;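 active means pattern-corrected inhibition above about 35%, with an unprinted fluorescence ratio check between 0.5 and 1.5, limit read from the data, passing the limit was not always enough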;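 further: 0% = enzyme with substrate and 100% = substrate without enzyme; some results filed as inactive read as strong as hits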
Target sequence (Q92905 whole entry, looked up, one chain of several): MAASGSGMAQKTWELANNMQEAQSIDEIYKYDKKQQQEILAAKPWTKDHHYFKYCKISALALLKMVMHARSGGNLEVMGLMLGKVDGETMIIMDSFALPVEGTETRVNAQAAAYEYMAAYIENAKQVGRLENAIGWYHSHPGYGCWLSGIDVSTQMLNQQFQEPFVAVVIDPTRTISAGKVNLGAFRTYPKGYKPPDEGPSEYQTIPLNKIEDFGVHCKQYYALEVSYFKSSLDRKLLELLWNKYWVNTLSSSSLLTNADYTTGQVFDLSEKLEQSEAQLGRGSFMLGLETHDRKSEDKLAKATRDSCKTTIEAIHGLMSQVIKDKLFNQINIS
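Detection – fluorescence polarization · System – HEK293T-derived human Csn5 enzyme · Controls – substrate-only high control, full reaction low control · Timing – 90 min, room temperature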
MsrA inh – bovine MsrA inhibition; purified bovine MsrA, absorbance read-out; inhibition, % at 15.5 µM; 360,000 compounds, 0.75% hits; AID 651718; in the data active means inhibition above about 4.5%;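 further: 0% = vehicle wells with enzyme and 100% = reference inhibitor wells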
* marks the source's active call; other numbers are inactive results; i = inactive; x = not tested or not shown. This is a random part of the collection; overall some 3.7% were active at least once.

SMILES	Rpn11 block	PABP1 MLLE inh	bovine MsrA act	Rin1 Abl inh	FAS-TE inh	MT1-MMP act inh	eLon inh	CSN inh	MsrA inh
Fc1ccc(CNC(=S)Nc2ccccc2Cl)cc1	i	13	-1	0	-5	1	-15	-14	-0.2
Cc1cnc(NC(=O)CSc2nnc3ncccn23)s1	i	-4	-3	-3	-4	-1	-3	2	-1.6
COc1ccc(C2=NN(CCC(=O)NCc3ccc4c(c3)OCO4)C(=O)CC2)cc1	i	15	-9	-4	-10	1	6	-10	1.9
ClN=C1C=CC=CC1=NCl	i	14	-11	10	-4	10	-1	43	x
COc1ccc(C2=Nc3ccccc3NC(=O)C2N(Cc2ccc(F)cc2)C(=O)c2ccco2)cc1 (configuration not stated)	i	7	-2	2	6	-3	-3	2	-0.8
CCCCC(=O)NC1(C(F)(F)F)C(=O)N(Cc2ccco2)C(C)=C1C(=O)OC (configuration not stated)	i	10	-11	4	-8	12	-9	1	0.6
Cc1ccc(Cn2ccc(NC(=O)c3noc4c3CCCCC4)n2)cc1	i	-3	-3	5	16	0	-7	-1	-0.8
CCC(C)NC(=O)C(NS(=O)(=O)c1ccc2c(c1)c(=O)n(C)c(=O)n2C)c1ccccc1 (configuration not stated)	i	3	-3	2	-4	0	2	-5	2.1
O=C(CC1SC(N2CCOCC2)=NC1=O)Nc1cccc(C(F)(F)F)c1 (configuration not stated)	i	7	-3	-1	-3	-3	1	-4	-0.3
CC(=O)C[C@@H](O)CC(=O)[C@@H]1OC(=O)[C@H](C)CCCCc2ccccc21	i	4	-4	-1	-3	-1	-5	2	-0.5
COc1cc(/C=N/Nc2cc(C)nc(N)n2)ccc1O	i	3	0	1	-6	4	-13	-1	6.8*
CCOC(=O)n1n[n+]([O-])c2ccccc21	i	8	-4	-5	-10	2	-2	-2	0.2
CCOC(=O)Cc1csc(NC(=O)c2csc(C)c2)n1	i	6	-3	-1	-5	-11	1	3	-0.2
COc1ccc(CC(=O)Nc2ccc(F)c(S(=O)(=O)N3CCOCC3)c2)cc1	i	-1	-9	0	2	9	7	3	-0.1
CCC(CC)c1ncc[nH]1	i	7	-1	-1	-8	-4	5	4	-1.5
O=[N+]([O-])c1cc(C(F)(F)F)ccc1Sc1nccn1Cc1ccccc1	i	12	-1	1	21	1	-1	7	-0.9
Cc1cccc(-c2ncc(CN3CCCC(CO)(Cc4ccccc4C)C3)cn2)c1 (configuration not stated)	i	-23	-2	2	27	-1	-1	2	-0.9
O=C(NCCN1CCN(c2ccccc2)CC1)c1ccc(NC(=O)C2CCCO2)cc1 (configuration not stated)	i	0	-2	0	-4	1	-7	0	0.5
Cc1ccc(OCCCCn2ccnc2)c(Cl)c1	i	-5	-3	-1	-14	0	7	-2	-1.0
CN(CC(=O)Nc1ccc(Cl)c(C(F)(F)F)c1)S(=O)(=O)c1cnc[nH]1	i	-12	-10	-5	-28	2	-8	3	-0.3
CCOc1ccccc1NC(=O)CCN(c1ccc(C)cc1)S(=O)(=O)c1ccccc1	i	10	-1	0	22	-8	10	2	0.0
O=C(NCc1cccc(C(F)(F)F)c1)C1CC(c2ccccc2C(F)(F)F)=NO1 (configuration not stated)	i	3	0	0	16	-6	0	-1	0.8
CCOc1ccc(Cl)cc1S(=O)(=O)NCc1cccnc1	i	-6	-1	0	-8	8	-3	-2	1.4
CC1Oc2cc3oc4c(O)c(O)ccc4c(=O)c3c(O)c2C1(C)C (configuration not stated)	i	15	-3	0	52*	0	8	-3	x
CCCc1ccc(NC(=O)C2CCCN(c3cnccn3)C2)cc1 (configuration not stated)	i	-18	-4	6	3	-4	-11	0	0.9
COc1ccc(C(NC(=O)CN2C(=O)NC3(CCc4ccccc43)C2=O)c2ccc(OC)cc2)cc1 (configuration not stated)	i	-17	-4	3	7	5	6	2	-0.7
CCOC(=O)c1ccc(NC(=O)c2nn(C)cc2Br)cc1	i	-4	-8	-1	1	-1	1	-4	-1.2
O=C(Nc1nc(=O)n(C(=O)c2cccc(C(F)(F)F)c2)s1)c1ccccc1	i	7	-6	0	3	1	3	10	-0.5
COc1ccc(/C=C2\SC(=S)N(CC(=O)OCC(=O)Nc3ccc(C)cc3Cl)C2=O)cc1	i	-2	-17	2	1	2	-7	1	1.0
COc1cccc(OCc2nnc(SCC(=O)NCc3ccco3)n2CCc2ccccc2)c1	i	-110	-2	-6	14	-5	-7	0	0.6
Cc1ccc(CN(Cc2cc3cccc(C)c3[nH]c2=O)C(=S)NCCCN(C)C)cc1	i	-141	-11	-2	1	-7	-2	-1	-0.5
Cc1ccc(NC(=O)C2COc3ccccc3O2)cc1C (configuration not stated)	i	-2	-2	-3	7	-2	-5	-1	x
CC/C(=N\n1nnnc1Nc1ccccc1)c1ccccc1	i	3	-1	2	-8	1	-11	-2	-0.5
CCC(=O)Nc1cc(C(=O)OC(C(=O)c2ccc(C)c(C)c2)c2ccccc2)ccc1C (configuration not stated)	i	15	-13	-2	18	-2	8	-3	1.4
O=C(CN1CCN(c2ccccc2)CC1)c1c[nH]c2ccccc12	i	-11	-1	1	-2	-3	-8	3	2.1
COc1ccc(NC(=O)CNC(=O)Cc2ccccc2)cc1	i	-7	-8	2	-7	-2	-2	5	0.4
CCCCCCn1cc(CN2CC(N(C)C)CS2(=O)=O)nn1 (configuration not stated)	x	x	-3	x	-11	-1	12	1	-0.1
CN(C(=O)CCS(=O)(=O)c1cc2c(cc1Cl)NC(=O)CO2)C1CCCCC1	i	11	0	-2	-1	-3	8	1	0.9
CSc1ncnc2c1ncn2CCCNCc1cccc2ccccc12	i	9	-2	1	-3	3	-1	-2	-0.3
O=C(O)C(=Cc1ccc([N+](=O)[O-])cc1)c1cccc(Cl)c1	i	12	-3	4	-4	2	-1	3	2.4
CCN(CC(=O)Nc1ccccc1C(F)(F)F)C(=O)Cc1sc(C)nc1-c1ccc(F)cc1	i	20	-6	4	-5	2	-4	0	-0.1
CC(=O)Nc1cccc(C(=O)OCC(=O)NC(C)c2ccc(F)cc2)c1 (configuration not stated)	i	-9	-1	-2	-3	3	-1	-4	-0.5
COc1cccc(NC(=O)Cc2nnc(SCC(=O)c3ccccc3)n2C)c1	i	-65	-11	2	-6	0	0	1	0.1
COc1ccc(OCC(=O)NNC(=O)c2c(-c3ccccc3Cl)noc2C)cc1	i	4	0	0	-6	-1	-9	-2	0.4
Cc1ccc(SCCCCN2C(=O)NC(C)(C)C2=O)cc1	i	-1	-1	3	-5	4	3	1	-0.4
CCn1nc(C)c(NC(=O)CSc2nnc(-c3ccco3)n2C)c1C	i	4	-4	4	-10	-1	3	1	1.1
CCOc1ccc(N(CC(=O)NCc2ccc(F)cc2)C(=O)c2snc(C(N)=O)c2N)cc1	i	-13	-3	0	3	2	1	3	0.2
CCCCn1c(SCc2nnc(-c3ccccc3)o2)nc2c1c(=O)n(C)c(=O)n2C	i	-9	-6	0	6	2	-13	0	0.9
C[C@H]1CN([C@@H](C)CO)C(=O)c2c(c3ccccc3n2C)-c2ccccc2CO[C@H]1CN(C)Cc1cccc(F)c1	i	7	-3	3	16	0	-7	-1	0.2
CC(=O)c1ccccc1OCCOc1ccccc1C(C)=O	i	-3	-4	-1	-6	-1	5	-6	0.5

New compounds follow:
SMILES	Rpn11 block	PABP1 MLLE inh	bovine MsrA act	Rin1 Abl inh	FAS-TE inh	MT1-MMP act inh	eLon inh	CSN inh	MsrA inh
CC(OC(=O)CN1C(=O)NC2(CCCC2)C1=O)c1ccc(F)cc1 (configuration not stated)	i	8	-5	2	-4	1	4	5	-0.2
Cc1nc2ccc(C(=O)OCc3nnc(-c4ccccc4)o3)cc2nc1C	i	9	-3	0	8	-2	5	-1	-0.1
O=C(O)c1cccc(NC(=S)NC(NC(=O)c2cccc([N+](=O)[O-])c2)C(Cl)(Cl)Cl)c1 (configuration not stated)	i	26	-6	3	17	-4	-2	0	1.8
C=CCN1C(=O)NC2(O)C(=O)c3ccccc3C12O (configuration not stated)	i	3	-1	3	-7	4	7	2	0.8
CCCOc1ccc2c3c(c(=O)oc2c1OCCC)CCCC3	i	-7	0	0	17	-4	0	2	1.6
Cc1ccnc(NS(=O)(=O)c2ccc(NC(=O)CCS(=O)(=O)c3ccccc3)cc2)n1	i	3	-2	1	-12	3	-13	3	0.3
CCOc1cc(-n2ncc(C#N)c2N)nc(SC)n1	i	-7	1	4	-4	-1	-2	-4	1.8
c1ccc2c(c1)ccn1c(Cc3ccsc3)c(C3CCCCC3)nc21	x	x	-2	x	10	-8	-13	6	-0.1
Cc1ccc(S(=O)(=O)N(C)C)cc1NC(=O)c1cc(S(=O)(=O)N2CCCCC2)ccc1N1CCOCC1	i	-3	-4	1	7	2	-23	-1	-0.1
CC(=C/c1ccco1)/C=N/NC(=O)Cc1cccn1C	i	-23	-5	0	10	1	-7	-1	1.8
COc1ccc(N(C(=O)/C=C/c2ccc(OC)c(OC)c2)C2=CC3CCC(C2)N3C)cc1 (configuration not stated)	i	4	-5	-3	-8	-13	1	0	2.5
CCOC(=O)c1ccc(N2C(=O)C(O)=C(C(C)=O)C2c2ccccn2)cc1 (configuration not stated)	i	-2	-4	-2	-2	1	3	-9	3.3
S=c1[nH]nc(-c2ccccn2)n1/N=C/c1cccc2ccccc12	i	-21	-7	3	-7	2	5	-3	0.7
COc1ccc(C2=CSC3=NCCN23)cc1	i	-11	-5	3	-130	-1	6	0	-0.9
CC(C)c1ccc(C(=O)Nc2cccnc2)cc1	i	-7	-8	-2	-3	7	-4	3	1.9
Cn1c(=O)[nH]c(=O)c2c1nc(N1CCCCC1)n2CCSc1nc2ccccc2o1	i	0	-3	3	2	-4	-7	-1	-0.2
CCOC(=O)C1=C(C)N(CC(C)C)C(=O)C1	i	1	-2	4	-4	1	6	3	-1.1
COCCN(C(=O)c1ccc(NC2CC2)c([N+](=O)[O-])c1)c1c(N)n(CC(C)C)c(=O)[nH]c1=O	i	-7	0	-6	-5	5	7	-6	0.0
COc1ccc2cc(Br)ccc2c1CC(=O)N(C)C	i	-7	-1	1	-4	2	3	-8	1.0
CC(=O)Nc1ccc(S(=O)(=O)n2nc(C)cc2C)cc1	i	-2	-6	-2	-9	-1	-5	0	-0.3
COc1ccc(OC)c(CN2CCC(C(=O)N3CCN(c4ccccc4F)CC3)CC2)c1	i	-1	-7	1	-8	1	3	-6	0.1

Complete entries from above. Order of screens: Rpn11 block | PABP1 MLLE inh | bovine MsrA act | Rin1 Abl inh | FAS-TE inh | MT1-MMP act inh | eLon inh | CSN inh | MsrA inh
`COc1ccc(NC(=O)CNC(=O)Cc2ccccc2)cc1` in the list: i | -7 | -8 | 2 | -7 | -2 | -2 | 5 | 0.4
`CC/C(=N\n1nnnc1Nc1ccccc1)c1ccccc1` in the list: i | 3 | -1 | 2 | -8 | 1 | -11 | -2 | -0.5
`COc1cccc(OCc2nnc(SCC(=O)NCc3ccco3)n2CCc2ccccc2)c1` in the list: i | -110 | -2 | -6 | 14 | -5 | -7 | 0 | 0.6
`CCCc1ccc(NC(=O)C2CCCN(c3cnccn3)C2)cc1` (configuration not stated) in the list: i | -18 | -4 | 6 | 3 | -4 | -11 | 0 | 0.9
`O=C(CN1CCN(c2ccccc2)CC1)c1c[nH]c2ccccc12` in the list: i | -11 | -1 | 1 | -2 | -3 | -8 | 3 | 2.1
